High-throughput results: PubChem, National Center for Advancing Translational Sciences (NCATS)
Nrf2 block: inhibitors of Nrf2 signaling. AID 504444. Potency, µM (highest dose often 46 µM), inactives show at the top dose activity change, negative = inhibition, actives largely listed as inhibitors. hit rate 2.1% among 360,000. A549 ARE-Fluc reporter, luciferase luminescence, 18-24 h; further: on the % scale 0 is the no-effect control and ±100 the full control effect; nearly all actives have a fitted effect of over 60% in size
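Two sequential reads on A549 ARE_Fluc cells exposed to compound for 18-24 h: a CellTiter-Fluor fluorescence read for viability, then a luciferase luminescence read for Nrf2/ARE activity.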
MCF10A rereplic: induces DNA re-replication in MCF 10a normal breast cells. MCF 10A DNA re-replication, Hoechst nuclear intensity, 48 h. Potency, µM (highest dose often 46.1 µM), for inactives: top-dose activity, positive = re-replication, actives largely listed as activators. hit rate 2.9% among 350,000; further: % of control where 0% means no effect; nearly all actives have a fitted effect of over 50% in size
HepG2 viability: counter-screen for TGF-b inhibitors: cytotoxicity in HepG2 cells. HepG2 CAGA-GFP viability, ATP luminescence, 18 h. Potency, µM (doses to about 46.1 µM), without a hit: at the highest dose activity change, negative = cytotoxicity, usual class: cytotoxic. hit rate 0.76% among 410,000; further: some results filed as inactive show a strong effect at the top dose
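HepG2 CAGA-GFP cells (1000/well, DMEM with 1% FBS) received compound, then TGF-beta at 500 pg/mL final, and were incubated 18 hours at 37 degrees C. Viability was read by CellTiter-Glo luminescence. Media-only wells were set as complete cell-killing and DMSO as no toxicity.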
TGFb SMAD3 inh: blocks TGF-b signaling; HepG2 CAGA-GFP TGF-b/SMAD3 reporter, GFP fluorescence, 18 h; TGF-beta stimulated, 500 pg/mL final; Potency, µM (top dose mostly 46.1 µM), without a hit: at the highest dose activity, negative = inhibition, most hits filed as inhibitors; hit rate 1.2% among 410,000; AID 588855; further: on the % scale 0 is the no-effect control and ±100 the full control effect; nearly all actives have a fitted effect of over 65% in size
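Inhibition was scored as loss of TGF-beta-induced (500 pg/mL final, 18 hours, 37 degrees C) GFP in HEPG2 cells carrying a CAGA-GFP reporter, in DMEM with 1% FBS. Well GFP was summed per cell; Activity was normalised to unstimulated and stimulated DMSO wells, then concentration-response fitting.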
ATXN viability: cell viability loss in ATXN counter-screen; hit rate 0.49% among 400,000; S2 cells (HEK-293 line with an ATXN2-luciferase reporter) viability, CellTiter-Fluor protease fluorescence, 24 h; Potency, µM (highest dose often 56.7 µM), actives largely listed as cytotoxic; further: nearly all actives have a fitted effect of over 40% in size
ATXN2 expr inh: reduces ATXN2 reporter expression in HEK-293 cells | HEK-293 ATXN2-luciferase reporter, luminescence, 24 h | Potency, µM (series often up to 57 µM), for the others: top-dose activity change, negative = inhibition, actives largely listed as inhibitors | hit rate 0.72% among 360,000 | AID 1745845; further: on the % scale 0 is the no-effect control and ±100 the full control effect; nearly all actives have a fitted effect of over 55% in size
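ATXN2-luciferase reporter cells (luciferase flanked by upstream and downstream ATXN2 gene portions) were treated 24 h at 37 °C with compounds at up to 57 uM. SteadyGlo luminescence gave expression; GF-AFC fluorescence gave viability.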
EPAC2 antagonist: EPAC2 (human) antagonism. hit rate 0.18% among 360,000. Potency, µM (top dose mostly 114 µM), inactives show at the top dose activity, negative = inhibition, hits mostly inhibitors. EPAC2 GEF exchange of Rap1B-BODIPY-GDP, fluorescence. Q8WZA2. AID 720708; further: on the % scale 0 is the no-effect control and ±100 the full control effect; nearly all actives have a fitted effect of over 45% in size; many of its hits are not listed in these tables
Target sequence (Q8WZA2 whole entry, looked up): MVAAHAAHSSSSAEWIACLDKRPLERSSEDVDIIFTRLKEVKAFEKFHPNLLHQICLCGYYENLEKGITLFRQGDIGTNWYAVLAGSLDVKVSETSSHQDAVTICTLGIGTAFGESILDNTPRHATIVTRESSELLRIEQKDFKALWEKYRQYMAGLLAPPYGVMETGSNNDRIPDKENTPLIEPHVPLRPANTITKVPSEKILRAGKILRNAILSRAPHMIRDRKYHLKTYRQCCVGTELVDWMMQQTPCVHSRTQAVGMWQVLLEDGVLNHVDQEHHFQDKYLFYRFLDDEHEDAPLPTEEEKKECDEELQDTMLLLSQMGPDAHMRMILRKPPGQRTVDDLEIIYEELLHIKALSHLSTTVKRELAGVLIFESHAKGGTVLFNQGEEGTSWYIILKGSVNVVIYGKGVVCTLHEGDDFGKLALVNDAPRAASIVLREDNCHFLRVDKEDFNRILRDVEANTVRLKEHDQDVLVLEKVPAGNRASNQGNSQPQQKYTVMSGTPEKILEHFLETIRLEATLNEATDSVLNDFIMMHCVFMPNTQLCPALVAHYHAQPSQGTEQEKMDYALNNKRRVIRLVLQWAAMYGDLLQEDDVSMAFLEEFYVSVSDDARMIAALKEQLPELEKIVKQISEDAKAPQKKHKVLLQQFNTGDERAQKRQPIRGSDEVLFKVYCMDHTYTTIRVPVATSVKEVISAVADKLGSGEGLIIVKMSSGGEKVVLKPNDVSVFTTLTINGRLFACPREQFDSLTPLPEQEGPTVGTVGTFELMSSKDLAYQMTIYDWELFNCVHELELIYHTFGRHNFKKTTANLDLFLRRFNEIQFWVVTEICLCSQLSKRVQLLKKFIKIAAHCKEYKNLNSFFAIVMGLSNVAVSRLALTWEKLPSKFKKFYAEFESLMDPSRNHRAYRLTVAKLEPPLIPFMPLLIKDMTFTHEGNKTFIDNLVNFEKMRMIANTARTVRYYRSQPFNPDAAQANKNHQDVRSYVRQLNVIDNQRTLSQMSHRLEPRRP
A549 viability: kills or reduces viability of A549 cells in Nrf2 counter-screen; Potency, µM (series often up to 46 µM), for the others: top-dose activity change, negative = cytotoxicity, hits mostly inhibitors; hit rate 0.16% among 390,000; A549 ARE-Fluc cells, CellTiter-Fluor viability, 18-24 h; further: on the % scale 0 is the no-effect control and ±100 the full control effect
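A549 ARE-Fluc cells in 5% FBS OPTI-MEM, 5000 cells/well, rested 2 h then exposed to compounds in concentration-response for 18-24 h at 37 °C. Viability by CellTiter-Fluor fluorescence (Ex 405/Em 525) after 30 min; luciferase luminescence (BugLite, 15 min, RT) read afterwards.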
Nrf2 activator: Nrf2 pathway activation; AREc32 ARE-luciferase reporter (MCF7-derived line), luminescence, 24 h; Potency, µM (series often up to 46.1 µM), for the others: top-dose activation, most hits filed as activators; hit rate 0.31% among 410,000; further: % of control where 0% means no effect; nearly all actives have a fitted effect of over 65% in size
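Each well held 1000 AREc32 cells, which were incubated with compound for 24 hr at 37 deg C after overnight attachment, and ARE reporter activity was quantified by firefly luciferase luminescence.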
An asterisk follows results filed as active; i = inactive; ? = inconclusive; nt = no result given; & = joins results of further samples; [ ] = another dose, or the depositor's remark. The call rests on the fitted dose curve; in most records, active means well fitted curve in the direction sought with a large enough effect; inconclusive means small, poorly fitted or top-dose-only effect, or another doubt; inactive means no such curve, though single readings can be large; an effect the other way counts as inactive or inconclusive. Potency means the concentration at half of the fitted maximal effect. Some of the compounds tested; rates above refer to the full screens.

Values run as follows: Nrf2 block, MCF10A rereplic, HepG2 viability, TGFb SMAD3 inh, ATXN viability, ATXN2 expr inh, EPAC2 antagonist, A549 viability, Nrf2 activator
CCCCOc1cc(=O)[nH]c(=O)[nH]1
    -6%, 1%, 0%, -2%, ?, 19%, -2%, -5%, 0.1%
CC(C)(C)NC(=O)C(c1ccc(O)cc1)N(C(=O)CCC(=O)Nc1ccccn1)c1ccc(F)cc1 (stereo not drawn)
    -14%, -1%, -13%, -11%, i, -18%, 1%, 3%, -0.3%
C#CCN1C(=O)C(O)(CC(=O)c2ccc(OC)c(OC)c2)c2cc(Br)ccc21 (stereo not drawn)
    2%, nt, -35%, ?, nt, nt, nt, 4%, 6.7%
O=C(O)/C=C/c1ccc(S(=O)(=O)Nc2ccccc2C(=O)Nc2ccc(F)cc2)cc1
    -2%, 16%, 5%, -9%, i, 4%, -19%, -4%, -0.3%
CCN(CC(=O)Nc1c(F)cccc1F)C(=O)C1CCN(S(=O)(=O)c2ccccc2C(=O)OC)CC1
    1%, 4%, -9%, -2%, i, nt, -9%, 10%, -0.5%
CN(Cc1cccc(Cl)c1Cl)C(=O)c1ccccc1SCC(=O)N1CCCC1
    ?, ?, -23%, ?, ?, ?, -3%, -9%, 2.5%
CC(CN1CCN(CC(C)C(=O)c2ccccc2)CC1)C(=O)c1ccccc1 (stereo not drawn)
    3%, 7%, -28%, 3%, i, 3%, 4%, 2%, 11%
Clc1ccccc1CSc1nnc(Cn2cnc3ccccc32)n1-c1ccccc1
    ?, -3%, -1%, -3%, i, -3%, -1%, -3%, -0.4%
CCOC(=O)C1(O)CC(C)=NN1C(=O)c1cccc(Br)c1 (stereo not drawn)
    -10%, 0%[9.22 µM], 4%, 14%, i, -6%, -12%, -2%, -0.9%
CC(C)c1ccc2[nH]c(O)c(N=NC(=O)c3cccc(S(=O)(=O)Nc4cccc(Cl)c4)c3)c2c1
    -10%, 5%, 5%, 1%, nt, ?, 3%, -10%, -0.3%
CC1(Cc2cccc(C(F)(F)F)c2)C(=O)Nc2c(Cl)ccc(Cl)c21 (stereo not drawn)
    nt, nt, -82%, ?, i, ?, -18%, nt, -0.2%
CCOc1ccc(CCNC(=O)Cn2ncn3c(cc4ccccc43)c2=O)cc1OCC
    2%, nt, -4%, -10%, nt, nt, nt, 0%, -0.3%
COc1ccccc1CN1C(=O)C(=O)N(Cc2cccc(C)c2)C1=O
    9%, -7%, 1%, 6%, ?, -2%, -6%, -3%, 0.0%[9.22 µM]
O=C(COc1ccccc1Cl)Nc1cc(-c2ccccc2F)nn1-c1ccccc1
    nt, nt, -5%, -11%, i, 6%, nt, 2%, 0.3%
Nc1nc(CN2CCN(Cc3ccccc3)CC2)nc(N2CCCc3ccccc32)n1
    12%, -6%, -1%, 5%, i, -17%, 8%, -1%, -0.8%
CC(C)(C)n1ncc2c(=O)n(CC(=O)NCc3ccccc3Cl)cnc21
    ?, 5%, -6%, -2%, i, 17%, 6%, -8%, -1.7%
CC1CCN(c2ncnc3c2nnn3C)CC1
    nt, nt, 3%, -20%, nt, nt, nt, -7%, 0.3%
COc1cc(/C=N/NC(=O)c2ccncc2)ccc1OC(=O)c1cccc(F)c1
    2%, -1%, -3%, 5%, i, 2%, 20%, 4%, 2.6%
Cc1cc(=O)oc2cc(OCC(=O)NC3CCCCC3)c(Cl)cc12
    -6%, -13%, 6%, 11%, i, 4%, 19%, 0%, -0.2%
Cc1cc(=O)[nH]c(SCC(=O)Nc2ccccc2C#N)c1C#N
    3%, 260%[0.0737 µM], 2%, 0%, i, 1%, 4%, 2%, 4.5%
CC1=C(C(=O)Nc2ccccc2)C(c2ccccc2)n2nc(-c3ccco3)nc2N1 (stereo not drawn)
    1%, nt, -38%, 0%, i, 1%, nt, -4%, 0.2%
CC1(C)CC(=O)c2sc(N3CCCCC3)nc2C1
    ?, -5%, -11%, 30%, i, 43%[activator], ?, 3%, 0.2%
COc1ccc(N(CC(=O)Nc2cc(C)on2)S(=O)(=O)c2ccc(Cl)cc2)cc1
    nt, 1%, 2%, 29%, i, -11%, 7%, -5%, 2.5%
Fc1ccc(Oc2cnns2)cc1
    13%, -1%, 4%, 11%, i, -2%, 6%, -3%, -0.2%
CCOC(=O)c1ccc(NC(=O)CSc2nnc(NC(=O)c3ccc(S(=O)(=O)N4CCOCC4)cc3)s2)cc1
    -3%, -1%, -8%, -10%, i, 4%, -16%, 5%, -0.6%
COc1ccc(CNC(=O)C2CCN(C(=O)N3CC(C)Oc4ccc(C)cc43)CC2)cc1 (stereo not drawn)
    0%, nt, -15%, -11%, nt, nt, nt, 5%, 4.0%
Cc1ccc(N(CC(=O)N2CCc3ccccc32)S(=O)(=O)c2cccs2)cc1
    -17%, -2%, -1%, -11%, i, -7%, 0%, ?, 0.2%
Cc1nn(CC(=O)NCC(C)c2ccccc2)c(=O)c2cc3occc3n12 (stereo not drawn)
    12%, 0%, 2%, 5%, i, 11%, 3%, -7%, 0.2%
CS(=O)(=O)Nc1ccc(C(=O)Nc2ccc(S(=O)(=O)N3CCCC3)cc2)cc1
    -13%, 10%, -11%, -1%, i, -15%, 0%, 7%, 0.1%
CS(=O)(=O)N(Cc1ccccc1)c1ccc(C(=O)NCCSc2ccccn2)cc1
    -8%, 12%, 8%, -25%, ?, -9%, 7%, -6%, -0.2%

Further entries follow:
| SMILES | Nrf2 block | MCF10A rereplic | HepG2 viability | TGFb SMAD3 inh | ATXN viability | ATXN2 expr inh | EPAC2 antagonist | A549 viability | Nrf2 activator |
| --- | --- | --- | --- | --- | --- | --- | --- | --- | --- |
| COc1ccc(C2C(C(=O)N3CCOCC3)=C(C)NC3=C2C(=O)CC(C)(C)C3)c(OC)c1 (stereo not drawn) | 6% | -2% | 1% | 16% | i | 1% | 0% | nt | 0.1% |
| Cc1ccc(NC(=O)c2nc[nH]c2C(=O)N2CCCCC2)c(C(=O)c2ccccc2)c1 | -5% | 17% | -11% | -2% | i | 4% | -12% | 1% | 0.4% |
| O=[N+]([O-])c1cccc(/C=N/Nc2cc(Cl)nc(-c3ccccc3)n2)c1 | nt | 10% | -7% | -2% | ? | ? | 1% | -9% | 0.5% |
| O=C(Nc1cccc(NC(=O)c2cccc([N+](=O)[O-])c2)n1)c1cccc([N+](=O)[O-])c1 | ? | 0% | 2% | -3% | nt | nt | 6% | -5% | 1.7% |
| COc1ccccc1-c1cc(C(=O)N2CCN(c3ccccc3OC)CC2)no1 | ? | ? | 0% | -41% | i | -6% | -5% | -6% | -0.8% |
| Cc1cn2c(-c3ccc(Cl)cc3)nnc2s1 | 4% | 5% | -6% | -2% | i | 2% | -11% | 5% | 27% |
| CCOc1cc(NC(=S)Nc2cccc(OC)c2)c(OCC)cc1NC(=O)C1CC1 | ? | ? | -39% | -17% | ? | -4% | 7% | -7% | 2.8% |
| CCOc1ccc(Nc2ncnc3c2cnn3C)cc1 | 3% | 0% | -6% | 2% | i | 14% | 8% | 0% | -0.8% |
| C[n+]1c(-c2ccccc2)sc([S-])c1-c1ccccc1 | ? | 13% | -11% | ? | i | -13% | -8% | 0% | -0.4% |
| CC(C)Nc1ncnc2c1ncn2[C@H]1CN(Cc2ccco2)C[C@@H](CO)O1 | nt | nt | 3% | 41%[activator] | i | 12% | 14% | nt | 0.1%[9.22 µM] |
| CCCC[C@H]1C2=C3[C@@H](CC(C(=O)OC)=C[C@@H](C(=O)OC)[C@H]3C(C)(C)C2=O)n2c(=O)n(-c3ccccc3)c(=O)n21 | -8%&12% | ? | -19%&-18% | 2%&-18% | ? | 0% | 2% | -1%&-3% | 1.4% |
| Fc1ccc(COc2ccc(/C=N/n3cnnc3)cc2)cc1 | -5% | -9% | -1% | 0% | i | 26% | 16% | 3% | 1.0% |

Continued, overlapping the part above by 4 compounds.
| SMILES | Nrf2 block | MCF10A rereplic | HepG2 viability | TGFb SMAD3 inh | ATXN viability | ATXN2 expr inh | EPAC2 antagonist | A549 viability | Nrf2 activator |
| --- | --- | --- | --- | --- | --- | --- | --- | --- | --- |
| C[n+]1c(-c2ccccc2)sc([S-])c1-c1ccccc1 | ? | 13% | -11% | ? | i | -13% | -8% | 0% | -0.4% |
| CC(C)Nc1ncnc2c1ncn2[C@H]1CN(Cc2ccco2)C[C@@H](CO)O1 | nt | nt | 3% | 41%[activator] | i | 12% | 14% | nt | 0.1%[9.22 µM] |
| CCCC[C@H]1C2=C3[C@@H](CC(C(=O)OC)=C[C@@H](C(=O)OC)[C@H]3C(C)(C)C2=O)n2c(=O)n(-c3ccccc3)c(=O)n21 | -8%&12% | ? | -19%&-18% | 2%&-18% | ? | 0% | 2% | -1%&-3% | 1.4% |
| Fc1ccc(COc2ccc(/C=N/n3cnnc3)cc2)cc1 | -5% | -9% | -1% | 0% | i | 26% | 16% | 3% | 1.0% |
| O=C(Nc1nnc(-c2ccco2)s1)C1CC1 | 2% | 12% | -2% | 11% | i | 23% | -7% | -8% | 11µM* |
| O=C(CN1CCN(Cc2ccccc2)CC1)N/N=C/c1cccs1 | -7% | ? | 43% | 15% | i | nt | 8% | 19% | 0.3% |
| Cc1cc([N+](=O)[O-])nn1CCCC(=O)NC1CCCCC1 | 2% | -2% | -16% | -14% | i | nt | 3% | -6% | 0.2% |
| CCOC(=O)N1CCN(C(=O)CN(c2cccc(Cl)c2C)S(=O)(=O)c2ccc(C)cc2)CC1 | -13% | nt | -11% | -30% | i | -17% | nt | 27% | -0.4% |
| CC(=O)c1ccc(OCC(O)CN(C)CCOc2ccc(Br)cc2)cc1 (stereo not drawn) | 18µM* | 23% | -26% | -28% | i | ? | -18% | -1% | 4.6% |
| O=C1C(=Cc2ccco2)CCCC1=Cc1ccco1 | 3% | ? | -12% | -27% | i | 59%[activator] | 6% | 1% | 3.2µM* |
| COc1ccccc1NC(=O)CSC1=NC(=O)C(Cc2ccccc2)C(=O)N1 (stereo not drawn) | -12% | 9% | -4% | 16% | i | 0% | 1% | -22% | 0.3% |
